NOD1 inhibition = NOD1 signaling inhibitors, primary screen, cell-based, luminescence, uHTS (AID 1578). one-dose inhibition, % at 4 µM; EC50 in µM for titrated hits. NOD1-driven NF-kB luciferase reporter cells, luminescence; higher % means a stronger effect. hit rate 1% among 290,000; in the data active = inhibition mostly above about 36%, no sharp cut-off; inactive = mostly below about 34%;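 also: HEK-293T reporter cells stimulated with the NOD1 agonist gamma-tri-DAP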
HEK293 NOD2/NF-kB = NOD2 signaling inhibitors, cell-based, luminescence, uHTS, HEK293 (AID 1566); hit rate 0.63% among 290,000; HEK293 NOD2/NF-kB luciferase reporter, luminescence; higher % means a stronger effect; one-dose inhibition, % at 4 µM; EC50 in µM for titrated hits; also: many of its hits are not listed in these tables
Yfh1-off respiration = enhancers of respiration in Yfh1-depleted yeast, dose response, Friedreich's ataxia, plus single-dose screen (AID 1465); S. cerevisiae Yfh1-off respiration, WST-1 reduction, 72 h; higher fold induction means a stronger effect; fold induction at 50 µM, or EC50 in µM where a hit was titrated; hit rate 0.074% among 220,000;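 active = fold induction of absorbance versus untreated yeast above a set limit, then at least 30% activation at any dose in follow-up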;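 also: activators that raise dye reduction in frataxin-depleted yeast; strong numbers were not always called active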
AID2073 = inhibitors of Mint1-CaV2.2 protein interaction, biochemical, HTRF (AID 2073); inhibition, % at 20 µM; hits with a dose series show IC50 in µM; hit rate 0.19% among 290,000; Voltage-dependent N-type calcium channel subunit alpha-1B (Homo sapiens); HTRF protein-protein interaction, Mint1-CaV2.2; higher % means a stronger effect; in the data active = inhibition mostly above about 51%, no sharp cut-off; also: some results filed as inactive read as strong as hits
KOR beta-arrestin-1 = KOR agonists, beta-arrestin recruitment, primary screen, cell-based, luminescence, uHTS (AID 1777); Kappa-type opioid receptor (Homo sapiens); KOR beta-arrestin recruitment, luminescence; higher % means a stronger effect; activation, % at 10 µM, or EC50 in µM where a hit was titrated; hit rate 0.02% among 280,000; in the data active = activation above about 50%, passing the limit was not always enough; also: a part of the inactive calls stands beside numbers as strong as those of hits
NS5 inhibitors = Dengue-2 NS5 methyltransferase inhibitors, primary screen, biochemical, confirmation dose response (AID 588689). Genome polyprotein (Dengue virus type 2 (strain 16681-PDK53)). Dengue-2 NS5 methyltransferase capping enzyme assay, biochemical; higher % means a stronger effect. inhibition, % at 25 µM; hits with a dose series show IC50 in µM. hit rate 0.3% among 340,000; in the data active = a potency from the dose series
KOR beta-arrestin-2 = KOR antagonists, beta-arrestin recruitment, cell-based, luminescence, uHTS (AID 1778) | inhibition, % at 10 µM; hits with a dose series show IC50 in µM | hit rate 0.091% among 290,000 | KOR beta-arrestin recruitment, luminescence, antagonist mode; higher % means a stronger effect; also: strong numbers were not always called active
West Nile virus CPE = West Nile virus antiviral activity, cell-based, CPE readout (AID 1621) | West Nile virus-infected cells, CPE inhibition; higher % means a stronger effect | CPE inhibition, % at 10 µM, or IC50 in µM where a hit was titrated | hit rate 0.02% among 290,000; in the data active = a potency from the dose series; also: strong numbers were not always called active
HIV fusion peptide = inhibitors of HIV fusion peptide binding, primary screen, biochemical, uHTS, fluorescence dequenching (AID 1986). cell-free peptide binding, fluorescence dequenching, 30 min; higher % means a stronger effect. one-dose inhibition, % at 20 µM; IC50 in µM for titrated hits. hit rate 0.3% among 290,000; in the data active = inhibition mostly above about 52%, no sharp cut-off; inactive = mostly below about 76%; also: some results filed as inactive read as strong as hits
NS5 inhibitors pilot replicate = also measured in NS5 inhibitors; calls as there; inhibition, %; measured here: pilot screen replicate inhibition
Numbers without * were called inactive; i = inactive; · = not tested or not shown; & = joins results of further samples; [ ] = remark or other dose. Rule as the data show it, unless noted: active = inhibition above about 50%; inactive = the rest. A portion of the library. The share of hits here may be higher or lower than overall.

SMILES	NOD1 inhibition	HEK293 NOD2/NF-kB	Yfh1-off respiration	AID2073	KOR beta-arrestin-1	NS5 inhibitors	KOR beta-arrestin-2	West Nile virus CPE	HIV fusion peptide	others
C=CCN(Cc1nc(-c2cc(OC)ccc2OC)oc1C)C1CCS(=O)(=O)C1 (configuration not stated)	-33%	5%	i	13%	·	-7%	7%[20 µM]	-0.5%	-0.8%
c1ccc(-c2nn3c(Cn4nnc5ccccc54)nnc3s2)cc1	-50%	-2%	i	-15%	-2.3%	6%	23%	-0.6%	0.2%
COC(=O)c1ccc(Cn2nc(C(F)(F)F)cc2C)cc1	18%	15%	i	-12%	-1.2%	0%	-17%	0.5%	-3.2%
COC(=O)c1sccc1NC(=O)CSc1cccc(Cl)c1Cl	43%	-9%	·	40%	-0.1%	-2%	2%	·	4.8%
Cc1cc(N(CCO)CCO)ccc1N=Nc1cc(F)ccc1F	-59%	-43%	i	-21%	-0.1%	3%	27%	-1.0%	-4.4%
Cc1cc(C(F)(F)F)n2nc(-c3cccs3)cc2n1	-16%	11%	i	1%	4.9%	-4%	-10%	0.9%	-0.6%
Cc1cc2cc3c(cc2nc1SCC(=O)O)OCCO3	0%	22%	i	9%	2.8%	0%	-12%	0.0%	-1.7%
COCCN1Cc2cc3cc(C)ccc3nc2SC1=Nc1ccc(OC)cc1	-26%	4%	i	33%	·	-9%	22%[20 µM]	0.2%	3.6%
Cc1ccc(-c2cc(-c3ccccc3)no2)c(O)c1	4%	-115%	i	12%	-5.1%	-6%	8%	-1.0%	-0.3%
O=C(COc1ccc(F)c(Cl)c1)c1ccc[nH]1	-35%	-43%	·	16%	-3.1%	-9%	-12%	·	0.8%
CCc1nc(C)cn1S(=O)(=O)c1cc(Br)ccc1OC	-20%	-2%	i	4%	4.5%	-4%	-25%	0.1%	-0.2%
COc1ccccc1NC(=O)c1cc(S(=O)(=O)N2CCC3(CC2)OCCO3)ccc1F	-17%	6%	i	0%	1.0%	-2%	-3%	-0.5%	0.2%
CC1CCC(NC(=O)C2c3ccccc3C(=O)N2CCCN2CCOCC2)CC1 (configuration not stated)	2%	3%	i	-6%	-1.1%	-1%	31%	-0.6%	0.6%
O=C(C(c1ccccc1)c1ccccc1)N1CCN(Cc2ccncc2)CC1	-1%	-15%	i	-5%	-1.5%	-5%	-2%	0.1%	5.8%
CCn1c(C)c(C(=O)c2ccccc2)c(C#N)c1C(=O)O	3%	-8%	·	17%	-4.6%	-1%	14%	0.2%	-1.6%
Clc1ccsc1-c1csc(-c2cccnc2)n1	-27%	-5%	i	9%	-7.7%	-5%	15%	-0.1%	3.4%
Cc1ccc(CNC(=O)CC(C)S(=O)(=O)c2ccc3c(c2)NC(=O)CO3)cc1 (configuration not stated)	1%	13%	·	6%	-1.4%	5%	-5%	-0.3%	1.8%
O=C(NCc1ccc2c(c1)OCO2)c1cc2c(s1)CS(=O)(=O)C2	-9%	-10%	i	4%	1.8%	-5%	24%	-0.8%	1.9%
CCCc1ccc(OCc2ccc(C(=O)Nc3cccc(C)n3)o2)c(OC)c1	-21%	19%	i	5%	-0.2%	·	-10%[20 µM]	-1.1%	3.3%
O=C(CCN1CCCCCC1)Nc1cccc(Cl)c1	-25%	4%	i	0%	4.7%	-5%	-17%	0.1%	2.3%
COc1ccc(CCN=C(N)NS(=O)(=O)c2ccc3ccccc3c2)cc1	17%	3%	i	7%	-4.2%	-3%	19%	-0.7%	0.3%
CC(/C=N/Nc1nc2ccccc2[nH]1)=C\c1ccccc1	-41%	-129%	i	5%	-3.5%	-11%	27%	-1.0%	-1.0%
O=S(=O)(c1ccc(NC(=S)N/N=C/c2ccc(N3CCOCC3)cc2)cc1)N1CCOCC1	-10%	16%	i	-5%	-2.1%	3%	·	-0.5%	-2.3%
COC(=O)c1nc(NNC(=O)c2ccccc2)sc1-c1ccccc1	2%	11%	·	43%	-2.1%	-2%	9%	-0.1%	-1.6%
C=CCN1C(=O)CN=C1Nc1cccc(C)c1	-22%	-8%	i	-5%	-8.9%	-2%	3%	0.3%	0.6%
O=C(N/N=C/c1cc2ccccc2nc1Cl)/C(=C/c1cccs1)NC(=O)c1ccccc1	-4%	-24%	i	10%	3.7%	3%	-14%	0.8%	-4.5%
COc1ccc([N+](=O)[O-])cc1/C=N/NC(=O)/C(=C\c1cccs1)NC(=O)c1ccccc1	15%	5%	i	32%	-2.4%	2%	-12%	0.4%	-1.3%
O=C(NC1CCCCC1)c1cc(-n2cnnc2)ccc1Cl	-29%	9%	·	7%	-4.5%	-3%	13%	-0.1%	-1.1%
CC(=O)Nc1ccc(C2C(=O)c3ccccc3C2=O)cc1	7%	0%	i	16%	-0.5%	2%	31%	0.3%	-1.8%
CCn1c(CSCc2ccc(C)cc2)nnc1SCC(=O)NCc1ccccc1	1%	2%	i	14%	4.3%	-3%	-28%	0.5%	-0.8%
CCc1nc2c(cnn2-c2ccc(Cl)cc2)c(=O)n1-c1ccc(OC)cc1	12%	9%	i	4%	1.1%	-7%	-30%	-0.3%	-0.9%
CCN(CC)C(=O)CSc1nnc(COc2ccccc2)n1CC	-6%	13%	i	5%	-1.2%	-4%	0%	0.1%	1.2%
Cc1ccc(Cl)cc1N1CCN(C(=O)Cc2cn(C)c3ccccc23)CC1	22%	-24%	i	0%	2.2%	2%	·	-0.3%	-0.7%
CCCC(=O)Nc1ccc2c(c1)nc1n2CCN(CCOC)C1	6%	-23%	·	18%	·	3%	·	0.1%	0.3%
CSc1ccc(/C=N/NC(=O)CN2CCN(Cc3ccc(Cl)cc3)CC2)cc1	32%	14%	i	2%	6.2%	-2%	-38%	-0.6%	0.7%
CCN1CCN(CCCNC(=O)CCCn2nc(C)c3sc4ccccc4c3c2=O)CC1	-18%	7%	·	7%	-1.6%	-1%	-24%	0.0%	-0.2%
Cc1ccccc1Cn1ccc(-c2ccc(Cl)cc2)c(C#N)c1=O	-13%	2%	i	17%	-0.8%	1%	14%	0.0%	-2.2%	NS5 inhibitors pilot replicate=4.2
CCCOC(=O)c1cc2ccccc2oc1=O	-73%	-17%	i	1%	1.6%	3%	-30%	1.5%	-0.3%
Nc1cc(S(=O)(=O)Nc2ccccc2Cl)ccc1N1CCOCC1	1%	9%	i	-8%	-2.8%	-7%	8%	-1.1%	-2.1%
CCc1ccc(OC)c(S(=O)(=O)N2CCN(C(=O)c3ccco3)CC2)c1	-42%	4%	·	1%	-0.5%	-3%	-8%	-0.6%	0.0%	NS5 inhibitors pilot replicate=0.9

Three structures from above, sorted by molar mass, low to high:
SMILES	NOD1 inhibition	HEK293 NOD2/NF-kB	Yfh1-off respiration	AID2073	KOR beta-arrestin-1	NS5 inhibitors	KOR beta-arrestin-2	West Nile virus CPE	HIV fusion peptide	others
C=CCN1C(=O)CN=C1Nc1cccc(C)c1	-22%	-8%	i	-5%	-8.9%	-2%	3%	0.3%	0.6%
COC(=O)c1nc(NNC(=O)c2ccccc2)sc1-c1ccccc1	2%	11%	·	43%	-2.1%	-2%	9%	-0.1%	-1.6%
CCc1ccc(OC)c(S(=O)(=O)N2CCN(C(=O)c3ccco3)CC2)c1	-42%	4%	·	1%	-0.5%	-3%	-8%	-0.6%	0.0%	NS5 inhibitors pilot replicate=0.9

Additional compounds
SMILES	NOD1 inhibition	HEK293 NOD2/NF-kB	Yfh1-off respiration	AID2073	KOR beta-arrestin-1	NS5 inhibitors	KOR beta-arrestin-2	West Nile virus CPE	HIV fusion peptide	others
CCOC(=O)C1=C(C)NC(C)=C(C(=O)OCC)C1C	-4%&-12%	9%&5%	i	11%&1%	0.3%&2.3%	-3%	19%&2%	0.9%&0.3%	1.0%&0.2%
COc1cc(C(=O)Nc2nc(N)n(-c3ccccc3)n2)cc(OC)c1OC	-12%	7%	i	-1%	-2.6%	-11%	-24%	0.1%	-0.2%
Cc1c(NC(=O)/C(C#N)=C/c2cccs2)c(=O)n(-c2ccccc2)n1C	-25%	9%	i	11%	-1.1%	-5%	-16%	0.4%	-1.1%
CCN1CCN(Cc2c(C)[nH]c3ccc(C(=O)OC)cc3c2=O)CC1	-23%	4%	i	6%	-0.9%	-7%	21%	-0.8%	-0.1%
COCCOC(=O)CC1=NC(=O)CS1	-18%	-9%	i	-2%	3.8%	-2%	-14%	0.1%	0.8%
Cc1cc(/C=N/O)c(C)n1-c1ccc(Br)cc1	-22%	11%	i	-1%	4.6%	-20%	24%	-0.5%	-2.0%
CC(CNC(=O)CCc1nnc2ccc(N3CCC4(CC3)OCCO4)nn12)c1ccccc1 (configuration not stated)	-3%	6%	·	4%	1.9%	5%	-18%	0.1%	1.3%
Cc1ccc(C(=O)Nc2ccc(C(=O)N/N=C/c3ccccn3)cc2)cc1	-37%	14%	·	4%	2.9%	0%	-35%	-0.1%	-1.6%
COc1ccc(S(=O)(=O)NCCc2ccncc2)cc1	56%	0%	·	7%	4.4%	-3%	-56%[20 µM]	-0.6%	-0.6%	NS5 inhibitors pilot replicate=-6.1

Gathered by group: the compounds so far with a thiophene ring, fused or not (8)
SMILES	NOD1 inhibition	HEK293 NOD2/NF-kB	Yfh1-off respiration	AID2073	KOR beta-arrestin-1	NS5 inhibitors	KOR beta-arrestin-2	West Nile virus CPE	HIV fusion peptide	others
COC(=O)c1sccc1NC(=O)CSc1cccc(Cl)c1Cl	43%	-9%	·	40%	-0.1%	-2%	2%	·	4.8%
Cc1cc(C(F)(F)F)n2nc(-c3cccs3)cc2n1	-16%	11%	i	1%	4.9%	-4%	-10%	0.9%	-0.6%
Clc1ccsc1-c1csc(-c2cccnc2)n1	-27%	-5%	i	9%	-7.7%	-5%	15%	-0.1%	3.4%
O=C(NCc1ccc2c(c1)OCO2)c1cc2c(s1)CS(=O)(=O)C2	-9%	-10%	i	4%	1.8%	-5%	24%	-0.8%	1.9%
O=C(N/N=C/c1cc2ccccc2nc1Cl)/C(=C/c1cccs1)NC(=O)c1ccccc1	-4%	-24%	i	10%	3.7%	3%	-14%	0.8%	-4.5%
COc1ccc([N+](=O)[O-])cc1/C=N/NC(=O)/C(=C\c1cccs1)NC(=O)c1ccccc1	15%	5%	i	32%	-2.4%	2%	-12%	0.4%	-1.3%
CCN1CCN(CCCNC(=O)CCCn2nc(C)c3sc4ccccc4c3c2=O)CC1	-18%	7%	·	7%	-1.6%	-1%	-24%	0.0%	-0.2%
Cc1c(NC(=O)/C(C#N)=C/c2cccs2)c(=O)n(-c2ccccc2)n1C	-25%	9%	i	11%	-1.1%	-5%	-16%	0.4%	-1.1%
